# Tb hexokinase = Trypanosoma brucei hexokinase 1 inhibitors, primary screen, biochemical, G6PDH-coupled NADH absorbance, MLSCN library; recombinant TbHK1, G6PDH-coupled NADH A340; inhibition, % at 10 µM; hit rate 0.11% among 220,000; AID 1430, 2008;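 active = inhibition of 50% or more in the single-dose primary screen; inactive = inhibition below 50%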
# Furin inhibitor = human furin inhibitors, primary screen, biochemical, fluorescence intensity. P09958. purified furin, fluorogenic substrate cleavage. inhibition, % at 30 µM. hit rate 0.061% among 220,000; in the data active = inhibition above about 25%; note: inactives centre near -15
# Runt-CBFb FRET = inhibitors of RUNX1 Runt–CBFb binding, primary screen, biochemical, FRET, Cerulean-Runt, Venus-CBFb, uHTS | AID 1496, 2009 | inhibition, % at 20 µM | Runt-related transcription factor 1 (Homo sapiens) + Core-binding factor subunit beta … | Cerulean-Runt/Venus-CBFb FRET ratio 530/480, 1 h | hit rate 0.46% among 220,000;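 active = inhibition over about 50% at 20 µM in the single-dose screen, limit read from the data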;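 note: 0% = DMSO wells and 100% = excess unlabeled CBFb competitor control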
# Target sequence (Q01196 whole entry, looked up): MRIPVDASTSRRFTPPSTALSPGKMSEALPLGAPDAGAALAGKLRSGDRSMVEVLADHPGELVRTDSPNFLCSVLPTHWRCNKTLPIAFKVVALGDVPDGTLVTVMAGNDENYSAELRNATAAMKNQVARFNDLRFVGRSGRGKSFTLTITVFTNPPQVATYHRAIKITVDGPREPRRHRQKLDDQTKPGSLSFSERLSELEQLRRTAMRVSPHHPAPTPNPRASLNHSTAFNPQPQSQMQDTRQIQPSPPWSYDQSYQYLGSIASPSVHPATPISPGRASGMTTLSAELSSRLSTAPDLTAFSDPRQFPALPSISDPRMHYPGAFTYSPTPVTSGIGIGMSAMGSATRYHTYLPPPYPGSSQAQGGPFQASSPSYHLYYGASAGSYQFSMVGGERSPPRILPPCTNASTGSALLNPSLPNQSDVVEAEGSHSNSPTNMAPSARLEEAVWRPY
# Target sequence (Q13951 whole entry, looked up): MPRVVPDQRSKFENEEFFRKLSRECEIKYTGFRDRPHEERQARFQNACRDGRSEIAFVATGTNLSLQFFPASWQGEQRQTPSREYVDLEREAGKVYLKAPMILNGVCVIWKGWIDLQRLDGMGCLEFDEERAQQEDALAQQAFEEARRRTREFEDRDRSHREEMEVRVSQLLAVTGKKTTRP
#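 Assay system: Cerulean-Runt domain fusion protein, energy donor; Signal: fluorescence energy transfer, 422 nm excitation, 530/480 nm emission; Timing: 1 h compound exposure, room temperature; Control set: unlabeled CBFb; Medium: Tris buffer pH 7.5 with salts and BSA; Compound: single test concentration of 20 µM, 1% DMSO final; Probe or stimulus: Venus-CBFb 100 nM.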
# NCF1 inh = p47phox/p22phox peptide binding inhibitors, primary screen, biochemical, uHTS, NADPH oxidase regulatory subunit; Neutrophil cytosol factor 1 (Homo sapiens), P14598; fluorescence polarization, 2 h; inhibition, % at 24.7 µM; hit rate 0.53% among 220,000; AID 1274, 2008;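 active = inhibition above about 30%, limit read from the data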;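 note: 0% = p47phox with labelled peptide and 100% = labelled peptide alone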
# RBBP9 inh = human RBBP9 inhibitors, primary screen, biochemical, fluorescence polarization, FP-Rh probe, HTS. Serine hydrolase RBBP9 (Homo sapiens), O75884. recombinant RBBP9. inhibition, % at 7.94 µM. hit rate 0.2% among 220,000;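 active = inhibition above the campaign mean of all tested compounds plus 3 SD, cut at about 14% in these data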;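 note: plate controls were DMSO wells with RBBP9 for no effect and wells lacking RBBP9 protein for full effect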
# Target sequence (O75884 whole entry, looked up): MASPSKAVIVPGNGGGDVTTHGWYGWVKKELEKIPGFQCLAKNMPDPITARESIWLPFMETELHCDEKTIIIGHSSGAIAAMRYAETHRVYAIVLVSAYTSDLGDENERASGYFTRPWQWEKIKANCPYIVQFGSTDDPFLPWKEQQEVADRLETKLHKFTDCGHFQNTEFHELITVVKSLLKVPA
#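 System: RBBP9 protein | Quantity: 2.5 µM RBBP9 dispensing solution, before mixing | Reagent: FP-Rh probe, 375 nM dispensing solution | Timing: Enzyme-compound preincubation 30 min, then probe labeling 45 min, 25 °C | Measured by: Fluorescence polarization | Read-out: % inhibition | Replication: One well per compound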
# p97 inhibitor = inhibitors of human p97 ATPase, primary screen, biochemical; recombinant p97 ATPase, Kinase-Glo ATP luminescence, 3 h; Transitional endoplasmic reticulum ATPase (Homo sapiens), P55072; hit rate 0.42% among 220,000; inhibition, % at 8 µM; in the data active = inhibition above about 15%;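 note: 0% = DMSO vehicle and 100% = wells lacking enzyme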
# EBV gp42 block = Epstein-Barr virus gp42 inhibitors, primary screen, biochemical, uHTS, fluorescence polarization. Glycoprotein 42 (Epstein-Barr virus (strain AG876)), Q1HVG2. Fluorescence polarization binding assay, mP read-out. inhibition, % (tested at 21.74 µM). hit rate 0.42% among 220,000. AID 1085, 2008; in the data active = inhibition above about 50%
# Target sequence (Q1HVG2 whole entry, looked up): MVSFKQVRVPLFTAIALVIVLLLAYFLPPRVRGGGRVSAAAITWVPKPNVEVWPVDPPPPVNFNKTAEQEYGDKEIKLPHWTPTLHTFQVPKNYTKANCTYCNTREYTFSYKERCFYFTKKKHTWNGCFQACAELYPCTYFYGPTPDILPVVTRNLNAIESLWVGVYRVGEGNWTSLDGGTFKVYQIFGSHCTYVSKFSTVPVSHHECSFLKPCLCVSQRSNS
# m-calpain inh = inhibitors of pig calpain II, primary screen, biochemical, fluorogenic peptide substrate, 1536-well. purified calpain II, 30 min. inhibition, % at 16 µM. hit rate 0.37% among 220,000. AID 1236, 2008;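 active = inhibition above about 50%, limit read from the data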
# Runt-SMMHC FRET = inhibitors of RUNX1 Runt–CBFb-SMMHC binding, primary screen, biochemical, FRET, Cerulean-Runt, Venus-CBFb-SMMHC, uHTS | inhibition, % at 20 µM | Cerulean-Runt/Venus-CBFb-SMMHC FRET ratio 530/480, 1 h | AID 1434, 2008 | hit rate 0.74% among 220,000;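 active = mean inhibition across duplicate retests at 20 µM reaching about 50%, limit read from the data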;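 note: 0% = DMSO wells and 100% = wells with excess untagged CBFb-SMMHC; inhibitors lower the FRET ratio by blocking Runt binding to CBFb-SMMHC; some results filed as inactive read as strong as hits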
# Active calls of the source: *; x = not tested or not shown; [ ] = remark or other dose.
[1] O=C(N/N=C/c1ccc([N+](=O)[O-])s1)C(O)c1ccccc1 (centres undefined)
[2] O=C(COC(=O)c1cccnc1Cl)c1ccc(Cl)cc1Cl
[3] O=C(CSc1nncc(=O)[nH]1)NCc1ccccc1
[4] CN(C/C=C/c1ccccc1)C1CCCCC1
[5] CCOc1ccc(NC(=O)Cc2ccccc2)cc1
[6] O=C(Nc1cccc(Cl)c1)c1cc(N=Nc2ccc([N+](=O)[O-])cc2Cl)ccc1O
[7] COC(=O)c1cccc(NC(=O)C2C3CCC(C3)C2C(=O)O)c1 (centres undefined)
[8] CCOC(=O)c1cnc2ccc(C)cn2c1=O
compound no.,1,2,3,4,5,6,7,8
Tb hexokinase,30,-2,-2,4,0,15,0,-31
Furin inhibitor,11,-21[20 µM],-18,-25,-26,-2,-10[20 µM],-54
Runt-CBFb FRET,14,-4,1,1,-2,-4,5,9
NCF1 inh,-3,-30,7,0,-1,9,-6,-21
RBBP9 inh,-1,-7,2,-2,1,9,-1,8
p97 inhibitor,5,5,0,6,2,-20,-3,5
EBV gp42 block,-13,-39,-20,-3,-11,79*,-14,-13
m-calpain inh,17,-8,13,-12,-5,23,13,-163
Runt-SMMHC FRET,3,-6,2,-3,2,-14,-4,20

[9] COc1ccc(C)cc1NC(=O)CNc1ccc(C(C)=O)cc1
[10] Cc1ncsc1CCOC(=O)c1ccc(N2CCOCC2)c([N+](=O)[O-])c1
[11] COc1ccccc1N=Nc1[nH]c2ccc(C)cc2c1O
[12] CCNC(=O)n1nccc1C(C)Oc1ccccc1 (centres undefined)
[13] O=C(CCN1CCN(c2ccccc2)CC1)Nc1ccccc1F
[14] Cc1ccc2cc3cc(C(=O)N4CCN(C(=O)c5ccco5)CC4)sc3nc2c1
[15] O=C(NCCN1C(=O)S/C(=C\c2cccs2)C1=O)[C@H](Cc1ccccc1)N1C(=O)c2ccccc2C1=O
[16] CCOc1ccccc1N1CC(O)=C(c2nc3ccccc3s2)C1=N
compound no.,9,10,11,12,13,14,15,16
Tb hexokinase,-16,-5,-1,0,-5,-13,23,-15
Furin inhibitor,0,-21,-13,-20[20 µM],-10[20 µM],-6,-4,-17[20 µM]
Runt-CBFb FRET,-1,-4,-5,0,0,-1,-7,1
NCF1 inh,-3,-8,-21,0,-11,-13,0,-14
RBBP9 inh,-3,-10,-6,-7,-1,-11,-8,-3
p97 inhibitor,-8,1,1,-1,3,2,1,5
EBV gp42 block,-15,3,-52,-11,-11,-8,-14,-16
m-calpain inh,23,-2,-5,24,17,-7,27,-8
Runt-SMMHC FRET,1,-1,4,2,-2,-2,-5,-1

[17] COc1ccc(OC)c(N(CC(=O)Nc2cccc(C(F)(F)F)c2)S(C)(=O)=O)c1
[18] CC(=O)c1nc(N2C(=O)CC(Cc3ccc(C)cc3)C2=O)sc1C (centres undefined)
[19] COc1cc(C2Nc3ccccc3C(=O)N2c2ccccc2)ccc1O (centres undefined)
[20] COc1cc(NC(=O)c2cc([N+](=O)[O-])ccc2Br)ccc1NC(=O)c1ccco1
[21] CN(C)C(=O)C1C2NC(=S)N(c3cccc(Cl)c3)C1(C)Oc1ccc(Cl)cc12 (centres undefined)
[22] N/C(=N\OC(=O)c1cc([N+](=O)[O-])ccc1Cl)c1cccnc1
[23] Cc1ccc(S(=O)(=O)N2CCN(Cc3ccccn3)CC2)cc1
[24] CN(C)c1ncnc2c1NC1=C(S2)C(=NCCCC(=O)O)CC(C)(C)C1
compound no.,17,18,19,20,21,22,23,24
Tb hexokinase,3,-9,-13,26,-7,-4,4,-13
Furin inhibitor,-4,-10,-18[20 µM],-14,-15,-26,-10,-5[20 µM]
Runt-CBFb FRET,-2,2,3,3,-5,1,0,4
NCF1 inh,-8,-9,-3,-67,-11,-14,5,-4
RBBP9 inh,0,-6,3,-8,5,-5,-3,-9
p97 inhibitor,-6,1,-1,11,1,4,5,-6
EBV gp42 block,3,-7,-10,-15,7,-26,-1,50
m-calpain inh,10,-32,-115,-13,-37,-11,16,-32
Runt-SMMHC FRET,-1,4,-11,-2,-1,0,-2,1

[25] Cc1ccc(S(=O)(=O)NNC(=O)c2sc3nc(C)cc(C)c3c2-n2cccc2)cc1
[26] CCC1=NNc2cccc3c(OC)ccc1c23
[27] COc1cc(/C=N\n2nnnc2N)ccc1OCc1ccc(F)cc1
[28] CCn1c(CNC(=O)COC)nc2ccccc21
[29] Cc1ccc2cc(CN(CCCO)S(=O)(=O)c3cccc4nsnc34)c(=O)[nH]c2c1
[30] C=CCN1C(=O)C(O)(CC(=O)c2ccc(Cl)cc2)c2ccccc21 (centres undefined)
[31] CCN(CC)S(=O)(=O)c1ccc(NC=C(C#N)C#N)cc1
[32] O=C(/C=C/c1cccc([N+](=O)[O-])c1)NCCSCc1ccco1
compound no.,25,26,27,28,29,30,31,32
Tb hexokinase,-1,-26,-1,4,-23,-7,-74,34
Furin inhibitor,-14[20 µM],-3[20 µM],-16,-18,-5[20 µM],-21[20 µM],-11,-5
Runt-CBFb FRET,-3,1,-1,0,1,-1,0,2
NCF1 inh,-29,138*,-22,-11,-17,-12,-8,2
RBBP9 inh,-2,3,-10,3,-7,-4,-10,-5
p97 inhibitor,-4,6,-4,-1,-5,-1,6,3
EBV gp42 block,-2,-1,-15,7,-12,-28,0,2
m-calpain inh,-64,-12,-48,-22,-5,1,-8,6
Runt-SMMHC FRET,2,-3,-2,-1,-6,0,4,-7

# Five records drawn at random from those above:
[25] Cc1ccc(S(=O)(=O)NNC(=O)c2sc3nc(C)cc(C)c3c2-n2cccc2)cc1
[28] CCn1c(CNC(=O)COC)nc2ccccc21
[29] Cc1ccc2cc(CN(CCCO)S(=O)(=O)c3cccc4nsnc34)c(=O)[nH]c2c1
[26] CCC1=NNc2cccc3c(OC)ccc1c23
[32] O=C(/C=C/c1cccc([N+](=O)[O-])c1)NCCSCc1ccco1
compound no.,25,28,29,26,32
Tb hexokinase,-1,4,-23,-26,34
Furin inhibitor,-14[20 µM],-18,-5[20 µM],-3[20 µM],-5
Runt-CBFb FRET,-3,0,1,1,2
NCF1 inh,-29,-11,-17,138*,2
RBBP9 inh,-2,3,-7,3,-5
p97 inhibitor,-4,-1,-5,6,3
EBV gp42 block,-2,7,-12,-1,2
m-calpain inh,-64,-22,-5,-12,6
Runt-SMMHC FRET,2,-1,-6,-3,-7

# (list continues)
[33] Cn1c(=S)n(C)c2ccccc21
[34] O=S(=O)(NCC(O)c1ccccc1)c1ccc(-c2ccccn2)s1 (centres undefined)
[35] COc1ccc(/C=N/NC(=O)C(=O)NCC2CCCO2)cc1 (centres undefined)
[36] CCCCc1ccc(NC(=S)NCCO)cc1
[37] COc1ccc(S(=O)(=O)NNC(=O)c2ccc(-n3c(C)ccc3C)cc2)cc1
[38] CC(C)NC(=O)C(Cc1ccccc1)N1C(=O)c2ccccc2C1=O (centres undefined)
[39] Cc1ccccc1C(=O)OCCN1CCOCC1
[40] CC(C)(C)C(=O)NC(NC(=S)Nc1ccc(S(N)(=O)=O)cc1)C(Cl)(Cl)Cl (centres undefined)
compound no.,33,34,35,36,37,38,39,40
Tb hexokinase,2,-3,-12,-5,-4,2,1,0
Furin inhibitor,-16,-7,-17,-21,-17,-9[20 µM],-23,-7
Runt-CBFb FRET,1,0,2,2,-1,-2,-2,2
NCF1 inh,13,-4,-11,-2,-56,8,-4,-4
RBBP9 inh,-7,8,-4,0,-7,-9,1,-7
p97 inhibitor,4,8,1,1,11,-5,2,4
EBV gp42 block,-1,-2,3,-16,-17,5,-4,-16
m-calpain inh,7,-18,8,17,-59,-4,6,36
Runt-SMMHC FRET,1,0,-2,-1,-2,-2,1,0

# A different layout for some results above.
cpd	Tb hexokinase	Furin inhibitor	Runt-CBFb FRET	NCF1 inh	RBBP9 inh	p97 inhibitor	EBV gp42 block	m-calpain inh	Runt-SMMHC FRET	SMILES
34	-3	-7	0	-4	8	8	-2	-18	0	O=S(=O)(NCC(O)c1ccccc1)c1ccc(-c2ccccn2)s1 (centres undefined)
33	2	-16	1	13	-7	4	-1	7	1	Cn1c(=S)n(C)c2ccccc21

# (more compounds)
[41] COc1ccc(CCNC(=S)Nc2cccc3ccccc23)cc1
[42] Cc1cccc(N(C)S(=O)(=O)c2ccc3[nH]c(=O)c(=O)[nH]c3c2)c1
[43] OCCC1CN(Cc2ccsc2)CCN1C1CCCC1 (centres undefined)
[44] S=c1[nH]nc(-c2cc(-c3ccco3)[nH]n2)n1-c1cccc2ccccc12
[45] COc1cccc(N2CCN(c3ncnc4c3cnn4-c3ccc(C)cc3C)CC2)c1
[46] Cn1c(SCc2ccc(Cl)cc2)nnc1-c1ccc2nonc2c1
[47] COc1ccccc1NC(=O)C1=C(C)Nc2nc(CCCO)nn2C1c1ccc2c(c1)OCO2 (centres undefined)
[48] CCCSc1cc(N2CCOCC2)nc(-c2ccccc2Cl)n1
compound no.,41,42,43,44,45,46,47,48
Tb hexokinase,16,-16,-9,-3,-11,-10,-6,-1
Furin inhibitor,-3,-10,-16,-21[20 µM],-25,-17,-17[20 µM],-3[20 µM]
Runt-CBFb FRET,1,0,-2,38,0,-4,3,-2
NCF1 inh,-1,-36,-3,-15,0,-12,3,-1
RBBP9 inh,-16,3,3,-4,-8,-6,-5,-2
p97 inhibitor,-4,6,2,3,-3,5,1,0
EBV gp42 block,0,-8,-9,-1,-10,-15,4,18
m-calpain inh,36,5,-5,-30,28,-7,7,23
Runt-SMMHC FRET,1,1,-3,36,1,-2,0,1

[49] COc1cc(/C=N/NC(N)=O)cc([N+](=O)[O-])c1O
[50] Cc1ccccc1Nc1c(F)c(F)c(F)c(F)c1C(=O)O
[51] CCOC(=O)c1sc(NC(=O)CN2C(=O)NC3(CCCCCCC3)C2=O)c(C(=O)OCC)c1C
[52] CCCNC(=O)c1ccc2c(=O)c(O)c(-c3ccc(C)cc3)[nH]c2c1
[53] O=C(Nc1ccccn1)c1ccc(=O)[nH]n1
[54] O=c1cc(CN2CCN(Cc3ccccc3)CC2)c2cc(Cl)ccc2o1
[55] Cc1ccc(C)c(C(=O)O/N=C(\N)c2ccc(Br)cc2)c1
[56] S=C(NCCSCc1ccccc1Cl)Nc1ccccc1
[57] CC(C)(C)c1nnc(N/N=C/c2ccccc2O)n(N)c1=O
[58] O=C(NCc1ccc2c(c1)OCO2)c1ccco1
compound no.,49,50,51,52,53,54,55,56,57,58
Tb hexokinase,-20,1,-14,-19,3,-11,2,6,-24,9
Furin inhibitor,-7,-12,-16,-26,-22[20 µM],-16,-8[20 µM],-15[20 µM],-6,-17
Runt-CBFb FRET,4,-1,0,-177,1,-2,-2,-1,8,-1
NCF1 inh,0,1,-27,-22,-13,-11,-7,-6,8,-7
RBBP9 inh,-8,-6,2,x,1,-11,-2,-1,5,-8
p97 inhibitor,-10,-4,1,x,1,-2,-4,1,5,-6
EBV gp42 block,7,5,-17,-17,-10,-7,-14,9,-17,2
m-calpain inh,18,3,-31,-377,-14,3,-24,6,22,23
Runt-SMMHC FRET,-1,-1,-8,-115,-1,2,0,0,3,-1
